# Mtb BioA inh: BioA (M. tuberculosis) enzyme inhibition. purified M. tuberculosis BioA enzyme, plate reader. inhibition, % at 9.99 µM. actives 0.096% (n = 360,000). AID 602481; in the data active means inhibition above about 40%; inconclusive means no clear call, values can overlap the other calls
# GDH-TPI counter: inhibits GDH-TPI coupling enzymes, artifact for Mtb FBA screen | inhibition, % at 4.8 µM | GDH-TPI coupled enzyme counterscreen, NADH absorbance | actives 1.2% (n = 360,000); in the data active means inhibition above about 30%;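 further: 0% = DMSO wells and 100% = wells lacking the enzyme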
# PfHsp40 rescue: rescue of PfHsp40-mediated yeast toxicity. AID 504582. S. cerevisiae expressing PfHsp40, growth rescue, ATP luminescence. growth rescue, % at 12.5 µM. actives 0.68% (n = 340,000); in the data active means growth rescue above about 28%, passing the limit was not always enough; inconclusive means no clear call, values can overlap the other calls;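 further: yeast W303a lacking pdr1 and pdr3 grown in galactose medium; growth measured after three days at 30 °C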
# BoNT-F LC inh: inhibitors of Botulinum neurotoxin F light chain protease. Multiplex microsphere protease cleavage assay, flow cytometry. inhibition, % at 10 µM. actives 0.22% (n = 360,000). AID 588497; in the data active means inhibition above about 35%, passing the limit was not always enough; inconclusive means no clear call, values can overlap the other calls; further: plate controls were buffer without enzyme for full effect and enzyme alone for no effect
# FBA Mtb inh: inhibits M. tuberculosis FBA enzyme; P9WQA3; purified M. tuberculosis FBA, fluorescence read-out; inhibition, % at 1 µM; actives 2.3% (n = 360,000); AID 588726; in the data active means inhibition above about 27%;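 further: 0% = vehicle and 100% = reference inhibitor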
# Target sequence (P9WQA3 whole entry, looked up): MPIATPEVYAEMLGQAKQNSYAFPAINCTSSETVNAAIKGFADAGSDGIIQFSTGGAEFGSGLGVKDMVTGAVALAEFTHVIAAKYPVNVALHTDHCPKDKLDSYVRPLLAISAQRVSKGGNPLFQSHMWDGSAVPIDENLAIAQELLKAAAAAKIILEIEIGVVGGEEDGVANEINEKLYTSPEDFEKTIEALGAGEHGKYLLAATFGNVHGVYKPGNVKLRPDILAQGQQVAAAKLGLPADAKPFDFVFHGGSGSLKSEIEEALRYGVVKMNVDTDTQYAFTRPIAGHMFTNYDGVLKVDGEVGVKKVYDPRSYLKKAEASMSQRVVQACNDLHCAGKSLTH
# Mtb UGM inh: inhibitors of M. tuberculosis UDP-galactopyranose mutase | purified UGM, fluorescence polarization probe displacement | inhibition, % at 10 µM | actives 0.06% (n = 320,000); in the data active means inhibition above about 10%, passing the limit was not always enough; inconclusive means no clear call, values can overlap the other calls
# Target sequence (P9WIQ1 whole entry, looked up): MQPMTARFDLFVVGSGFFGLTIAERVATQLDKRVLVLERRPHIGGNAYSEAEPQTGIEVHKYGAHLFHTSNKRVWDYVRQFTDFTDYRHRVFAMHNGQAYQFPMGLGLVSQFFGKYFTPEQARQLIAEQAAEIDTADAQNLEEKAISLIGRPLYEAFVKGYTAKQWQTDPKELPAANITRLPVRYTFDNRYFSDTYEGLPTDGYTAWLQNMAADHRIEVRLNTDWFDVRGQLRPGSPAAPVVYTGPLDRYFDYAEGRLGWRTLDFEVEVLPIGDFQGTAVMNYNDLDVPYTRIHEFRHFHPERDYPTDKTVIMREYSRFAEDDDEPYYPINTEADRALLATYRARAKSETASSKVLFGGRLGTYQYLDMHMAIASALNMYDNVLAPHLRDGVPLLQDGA
# FadD28 binding: M. tuberculosis FadD28 bisubstrate binding inhibition; actives 0.22% (n = 360,000); inhibition, % at 12.5 µM; FadD28 bisubstrate probe binding, fluorescence polarization; AID 588549; in the data active means inhibition above about 8.5%, passing the limit was not always enough; inconclusive means no clear call, values can overlap the other calls
# BoNT A protease: inhibitors of Botulinum neurotoxin A light chain protease. multiplex microsphere protease substrate cleavage, flow cytometry. inhibition, % at 10 µM. actives 0.17% (n = 360,000). AID 588499; further: plate controls were buffer without enzyme for full effect and enzyme alone for no effect
# Anthrax LF inh2: inhibitors of Bacillus anthracis lethal factor protease; multiplex microsphere protease cleavage assay, LF; P15917; inhibition, % at 10 µM; actives 0.12% (n = 360,000); further: plate controls were buffer without enzyme for full effect and enzyme alone for no effect
# Starred values were filed as active, the others as inactive; ? = inconclusive; / = not tested or not shown; & = joins results of further samples. Unless noted, no stated cut-off is given here; in the data, active means inhibition above about 30%; inconclusive means no clear call, values can overlap the other calls; inactive means below that. Compounds were not picked by outcome. About 4.7% of those tested had a hit in this group.
SMILES,Mtb BioA inh,GDH-TPI counter,PfHsp40 rescue,BoNT-F LC inh,FBA Mtb inh,Mtb UGM inh,FadD28 binding,BoNT A protease,Anthrax LF inh2
CSc1nc2ccc3nc(NC(=O)c4ccc(Cl)s4)sc3c2s1,-0.8,3,-0.5,-6,0,-1.5,-2.0,-1.1,-9
O=C(O)CP(=O)(O)c1ccc(Cl)cc1,-2.4,1,-0.8,-8,2,-2.7,-0.3,0.1,0
CC(C(=O)NCc1ccc(F)cc1)n1ccc2cc(S(=O)(=O)N3CCCC3)ccc21 (configuration not stated),3.4,4,4.8,-1,3,-0.6,-2.8,-1.5,-6
C=CCn1c(SCC(=O)c2ccc(CNC(C)=O)o2)nc2ccccc2c1=O,1.4,5,-0.4,-13,0,0.3,-7.4,0.2,1
O=C1/C(=C/c2cccc([N+](=O)[O-])c2)CCc2ccccc21,1.6,13,7.6,16,1,4.5,-1.5,1.8,-4
Cn1c(O)c(C(c2ccccn2)c2c(O)n(C)c(=S)[nH]c2=O)c(=O)[nH]c1=S,-1.4,-3,0.2,-1,-2,1.6,-3.1,0.3,-8
COc1ccc(C(=O)Nc2ccccc2-c2nnn(CC(N)=O)n2)cc1,-0.2,-7,-0.4,0,-1,/,-1.1,-0.5,-1
COc1ccc(N(C(=O)CS(=O)CC(=O)Nc2ccc(F)cc2)C(C(=O)NC2CCCCC2)c2cccs2)cc1 (configuration not stated),/,-6,-1.5,-2,0,-0.2,-3.0,-1.0,-2
CCCN1CC(O)=C(C#N)C1=O,/,-5,-0.4,-1,-2,0.6,-1.4,0.0,1
COc1ccc(S(=O)(=O)N2CCOCC2)cc1NC(=O)CCNC(=O)c1ccc(Cl)cc1,0.0,-7,0.4,-1,-1,/,-3.1,2.8,-3
CCCOc1cccc(C(=O)NC(=S)Nc2ccc(N3CCN(C)CC3)cc2)c1,/,-3,0.0,4,0,1.1,-1.8,-0.1,0
CC(C)C(=O)NC(=S)Nc1ccccc1F,0.5,8,-0.8,2,-2,2.8,0.5,-0.6,-2
CC(SC(C)C(=O)NN=Cc1ccc(F)cc1)C(=O)NN=Cc1ccc(F)cc1 (configuration not stated),-1.3,6,-0.7,-2,-1,/,-4.4,0.3,0
Cn1ccc2cc(-c3csc(N4CCC(C(N)=O)CC4)n3)ccc21,-0.4,-2,-1.2,0,-3,0.5,-3.6,-0.4,-2
Nc1cc(=O)[nH]c(SCC(=O)NNC(=O)c2ccccc2)n1,-0.7,-3,0.5,-3,1,3.2,0.6,0.7,-1
COCCn1nnnc1CN1CCC(Cc2ccccc2)CC1,1.1,-7,-0.7,1,0,-0.8,1.9,0.2,2
Cc1cc(C(=O)N/N=C2\CC(=O)c3ccccc32)c(C)n1-c1ccc(F)cc1,-0.5,14,-0.9,-5,-1,-2.8,-2.2,-0.2,-10
CCOC(=O)Cc1csc(N/N=C/c2cccc([N+](=O)[O-])c2)n1,-2.9,14,0.0,8,3,2.3,-2.7,-1.9,2
CC1=NN(c2ccc(C(=O)O)c(N)c2)C(=O)C1,/,12,1.8,0,10,-0.4,0.4,0.0,2
Cc1ccc(Cn2cc(CCC(=O)O)c3ccccc32)cc1,-1.1,21,13,-20,1,1.5,-1.9,-1.2,0
COC(=O)c1ccccc1NC(=O)c1cccc(NC(=O)c2ccc(Br)o2)c1C,-0.3,1,?,2,-3,0.5,-0.6,0.2,4
CCOc1ccc(N(CC(=O)NCC2CCCO2)C(=O)CCC(=O)Nc2ccccn2)cc1 (configuration not stated),-0.8,-4,0.2,-1,-1,4.1,-2.7,0.0,0
CCCc1nnc(NC(=O)CCC(=O)NC2CCCCCC2)s1,/,-5,-0.5,1,3,1.8,0.9,-0.9,2
C=CCSc1nc(N)c(C(=O)Nc2ccccc2C)cc1C(N)=O,3.1,20,0.0,-10,-4,-2.2,-4.6,-0.2,-2
COc1ccc([N+](=O)[O-])cc1NC(=O)CN(C)S(=O)(=O)c1ccccc1,3.4,1,1.3,-16,-4,-0.6,-0.8,-1.8,1
CC(=O)Nc1ccc(C(=O)n2cnc3cc(C)c(C)cc32)cc1,-1.5,-2,-0.9,-19,4,0.6,-3.1,-0.4,-8
CC1(C(=O)NS(=O)(=O)Cc2cccc(Cl)c2)CCN1C(=O)C/C=C/c1ccccc1 (configuration not stated),-0.7,-2,/,2,-3,/,-3.5,-0.4,0
COc1ccc(NC(=O)Nc2cccc3c2O[C@H](CN(C)C(=O)Nc2ccc(OC)cc2)[C@@H](C)CN([C@H](C)CO)C3=O)cc1,2.7,5,-0.2,-4,-1,-3.0,-0.4,-0.1,-1
Clc1ccc(CNCCc2ccc3c(c2)OCO3)cc1,-0.6,-12,1.3,3,1,0.2,-2.4,-0.5,0
O=C(O)C1CCCN(S(=O)(=O)Cc2ccccc2)C1 (configuration not stated),-1.5,-14,-0.9,6,-2,0.3,-3.7,1.2,-12
Cn1cnnc1SCC(=O)Nc1ncc([N+](=O)[O-])s1,-0.5,8,-1.7,-7,-6,-0.5,4.3,-0.3,-6
CCOC(=O)C(NC(=O)c1cccc(Cl)c1)(OCc1ccc(F)cc1)C(F)(F)F (configuration not stated),-1.3,-2,3.1,-33,-1,2.3,-2.7,-4.7,-15
Cc1c(Cl)ccc2c(C(=O)O)cc(-c3ccccc3)nc12,1.5,8,-0.2,1,2,-4.4,-4.3,-0.6,-2
Cc1ccc(S(=O)(=O)NC[C@H]2O[C@@H](n3cnc4c(N)ncnc43)[C@H](O)[C@@H]2O)s1,-0.3,15,1.0,1,6,-0.1,-0.1,-0.2,-1
CCc1c(C)[nH]c2ccccc2c1=O,0.3,3,0.6,12,-1,0.8,-0.8,0.4,-3
O=C(CCc1nc(-c2ccccc2)no1)NCc1cccnc1,-0.3,-1,-0.8,-5,-2,-2.7,-1.6,-2.6,-3
Cc1ccc(C)c(S(=O)(=O)N2CC(=O)N(CCc3ccccc3)C(=O)C2)c1,-0.7,12,0.1,2,1,0.3,-0.4,3.0,2
O=C(NCC(c1ccco1)N1CCCC1)c1ccc(-n2cccn2)cc1 (configuration not stated),-0.1,10,-0.4,-3,2,-0.1,-1.6,0.1,1
Cc1cccc(C)c1NC(=O)CS(=O)CC(=O)Nc1ccc(N2CCOCC2)cc1 (configuration not stated),-0.8,3,-0.9,-1,-1,0.6,/,-1.1,-5
COc1cc(OC)cc(-c2cc(NC(C)=O)n[nH]2)c1,-1.2,-8,-0.1,-10,1,-2.3,-3.9,-0.7,-6
CC(=O)NCCNC(=O)C1CCCCN1S(=O)(=O)c1ccccc1 (configuration not stated),/,3,0.1,-4,1,1.1,-0.7,-0.9,3
O=C(COc1ccc(Cl)cc1Cl)Nc1c(-c2cccs2)nc2ccccn12,-2.1,3,-1.9,1,7,-0.2,-1.9,-0.5,-1
NCC1CC2c3ccccc3C1c1ccccc12 (configuration not stated),-0.3,4,-0.1,10,6,-1.9,-4.1,3.0,-23
CN(C)c1ccc(C(=O)OCc2cc(=O)n3ccsc3n2)cc1,/,15,-1.2,0,-2,/,-2.6,-0.3,-4
COC(=O)c1ccc(CSc2nc3ccccc3c(=O)n2-c2ccc(OC)c(OC)c2)o1,0.6,3,0.1,-3,-4,1.8,-5.2,-0.3,-2

# Molecules above containing a thiophene ring, fused or not (4):
SMILES,Mtb BioA inh,GDH-TPI counter,PfHsp40 rescue,BoNT-F LC inh,FBA Mtb inh,Mtb UGM inh,FadD28 binding,BoNT A protease,Anthrax LF inh2
CSc1nc2ccc3nc(NC(=O)c4ccc(Cl)s4)sc3c2s1,-0.8,3,-0.5,-6,0,-1.5,-2.0,-1.1,-9
COc1ccc(N(C(=O)CS(=O)CC(=O)Nc2ccc(F)cc2)C(C(=O)NC2CCCCC2)c2cccs2)cc1 (configuration not stated),/,-6,-1.5,-2,0,-0.2,-3.0,-1.0,-2
Cc1ccc(S(=O)(=O)NC[C@H]2O[C@@H](n3cnc4c(N)ncnc43)[C@H](O)[C@@H]2O)s1,-0.3,15,1.0,1,6,-0.1,-0.1,-0.2,-1
O=C(COc1ccc(Cl)cc1Cl)Nc1c(-c2cccs2)nc2ccccn12,-2.1,3,-1.9,1,7,-0.2,-1.9,-0.5,-1

# Look-ups from the entries so far.
# `O=C(CCc1nc(-c2ccccc2)no1)NCc1cccnc1` in Mtb BioA inh: -0.3
# `O=C(NCC(c1ccco1)N1CCCC1)c1ccc(-n2cccn2)cc1` (configuration not stated) in BoNT A protease: 0.1
# `Cn1cnnc1SCC(=O)Nc1ncc([N+](=O)[O-])s1` in FadD28 binding: 4.3
# `NCC1CC2c3ccccc3C1c1ccccc12` (configuration not stated) in FadD28 binding: -4.1

# (more compounds)
SMILES,Mtb BioA inh,GDH-TPI counter,PfHsp40 rescue,BoNT-F LC inh,FBA Mtb inh,Mtb UGM inh,FadD28 binding,BoNT A protease,Anthrax LF inh2
O=C(CN1CCN(C/C=C/c2ccccc2)CC1)Nc1ccccc1C(=O)NC1CC1,5.2,2,0.0,8,4,2.2,-2.6,-0.5,3
CCOc1ccc(N(CC(=O)Nc2cccc(C)c2)S(C)(=O)=O)cc1,0.0,-3,2.6,12,0,1.9,0.5,2.5,15
CNC(=O)COc1ccc(S(=O)(=O)N2CCCC2)cc1,-0.5,-3,-1.2,?,2,-0.7,0.2,-8.1,-10
CC(=O)Nc1ccc(NC(=O)CCNC(=O)c2ccccc2Cl)cc1,-0.7,3,1.2,-3,2,1.1,-1.4,-0.7,6
O=c1oc2ccccc2nc1/C=C(O)/C=C/c1ccc(F)cc1,-0.1,2,-1.0,-10,-1,0.5,1.6,2.4,1
COc1ccc(Cl)cc1NC(=O)c1cc(-c2ccco2)on1,-0.2,-7,-0.8,6,2,1.2,-0.8,-1.1,0
CCCOC(=O)Cn1c(=O)c2cc3c(=O)n(CC(=O)OCCC)c(=O)c3cc2c1=O,/,13,1.0,-4,-1,/,-3.7,-0.2,-4
C[C@@H]1CN([C@@H](C)CO)S(=O)(=O)c2ccc(Br)cc2O[C@H]1CN(C)C(=O)Nc1ccc2c(c1)OCO2,2.0&3.2,1,/,-6,-2,/,-2.7,-0.5,2
COC(=O)/C(=C/c1ccc(F)cc1)NC(C)=O,-0.9,6,-1.7,-3,2,2.2,-3.5,0.1,1
COCc1nnc(NC(=O)c2cc3ccccc3o2)s1,-1.7,29,-0.2,12,7,0.7,-0.2,1.5,4
C=CCN(C(=O)c1csnn1)C(C(=O)NCc1ccccc1)c1cccs1 (configuration not stated),2.1,-1,0.4,8,-1,0.1,-3.3,-2.9,1
CCOCCCNC(=O)c1c[nH]c2c(CC)cccc2c1=O,/,-6,-1.1,0,-3,1.3,-1.6,-0.6,5
Cc1nnc(SCC(=O)c2ccc(S(=O)(=O)N3CCOCC3)cc2)n1-c1ccccc1,-1.5,8,-0.9,-6,-1,0.3,-1.4,?,-2
COc1ccccc1N(CC(=O)N(CC(C)C)CC(C)C)S(=O)(=O)c1cccs1,1.1,-4,1.9,-5,1,0.9,-1.5,0.2,-3
Nc1nc(SCc2ccccc2)c2ncn(CCO)c2n1,-0.6,15,0.9,-4,1,/,-0.1,0.5,-1
Cc1ccc2c(c1)=NC(=O)/C(=C/c1c(O)[nH]c(=O)[nH]c1=O)C=2,-0.5,1,0.6,0,35*,0.8,-4.6,0.2,-2
Cn1c(=O)oc2cc(S(=O)(=O)NC3CCCCC3)ccc21,2.0,-7,0.1,13,1,-0.1,0.6,3.6,-8
Cc1ccc(S(=O)(=O)NN2C(=O)c3ccccc3NC2c2ccccc2F)cc1 (configuration not stated),-0.4,4,-0.3,17,5,-0.2,-0.1,3.6,9
O=C(Nc1sc2c(c1C(=O)O)CCCCC2)c1ccccc1,/,10,8.3,-3,2,-3.2,5.2,-2.4,-4
Cc1ccc(Cn2cc(C(=O)NN)c(=O)c3ccc(F)cc32)cc1,-2.0,-1,-0.7,-2,0,-1.0,-4.1,5.0,5
OCCNc1nc(C2CC2)nc2c1nnn2Cc1ccccc1Cl,-1.3,2,0.3,-2,1,-4.0,-5.2,?,0

# High-throughput results: PubChem BioAssay, several laboratories
